CHRM5 PAM: human M5 muscarinic receptor positive allosteric modulators, primary screen, CHO-K1 cells, Fluo-8 calcium fluorescence | Muscarinic acetylcholine receptor M5 (Homo sapiens), P08912 | CHO-K1 hM5, ACh EC20 PAM; 0% = ACh EC20, 100% = ACh EC100 | activation, % at 3 µM | hit rate 0.3% among 360,000;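 active means activation above the run cutoff, the mean activation of all test compounds plus 3 SD, cut at about 18% in these data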
Target sequence (P08912 whole entry, looked up): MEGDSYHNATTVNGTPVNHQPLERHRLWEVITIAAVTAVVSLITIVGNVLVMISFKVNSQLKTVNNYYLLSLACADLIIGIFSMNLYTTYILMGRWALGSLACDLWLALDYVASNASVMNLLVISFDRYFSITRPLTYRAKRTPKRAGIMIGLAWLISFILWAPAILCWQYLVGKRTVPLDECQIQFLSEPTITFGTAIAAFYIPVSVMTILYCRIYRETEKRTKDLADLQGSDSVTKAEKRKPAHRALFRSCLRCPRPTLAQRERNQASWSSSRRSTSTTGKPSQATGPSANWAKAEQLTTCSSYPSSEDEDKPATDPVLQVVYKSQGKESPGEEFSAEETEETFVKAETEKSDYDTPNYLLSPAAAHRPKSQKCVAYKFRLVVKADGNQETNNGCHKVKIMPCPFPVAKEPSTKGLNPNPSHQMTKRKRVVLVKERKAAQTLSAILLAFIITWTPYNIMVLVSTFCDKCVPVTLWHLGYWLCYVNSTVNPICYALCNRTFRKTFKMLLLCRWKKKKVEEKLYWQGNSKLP
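Test system: CHO-K1 hM5 cells / Doses: single-point, 3 µM nominal / Times: Post-acetylcholine fluorescence recording 140 s / Technique: Fluo-8 calcium fluorescence / Measure: Max/basal fluorescence ratio as % of EC20–EC100 ACh window / Benchmarks: low control EC20 acetylcholine (0%), high control EC100 acetylcholine (100%) / Replicates: one well per compound, no replicates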
M5 antag: human M5 muscarinic receptor antagonists, primary screen, CHO cells, Fluo-8 calcium fluorescence; hit rate 0.59% among 360,000; CHO-hM5 cells, ACh EC80; inhibition, % at 3 µM;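 active means inhibition above a per-plate cutoff, the mean of that plate's test compounds plus 3 SD, cut at about 27% in these data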;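 further: 0% = acetylcholine EC80 with DMSO and 100% = DMSO without agonist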
M4 ag: human M4 muscarinic receptor agonists, primary screen, CHO-K1 cells, Fluo-8 calcium fluorescence; Muscarinic acetylcholine receptor M4 (Homo sapiens), P08173; CHO-K1 hM4/Gqi5; vehicle 0%, full acetylcholine response 100%; activation, % at 3 µM; hit rate 0.14% among 360,000; AID 624127, 2012;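 active means activation above the run mean over all test wells plus 3 SD, cut at about 32% in these data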;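 further: peak over basal fluorescence ratio per well then scaled between controls; 0% = DMSO wells and 100% = acetylcholine at EC100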
Target sequence (P08173 whole entry, looked up): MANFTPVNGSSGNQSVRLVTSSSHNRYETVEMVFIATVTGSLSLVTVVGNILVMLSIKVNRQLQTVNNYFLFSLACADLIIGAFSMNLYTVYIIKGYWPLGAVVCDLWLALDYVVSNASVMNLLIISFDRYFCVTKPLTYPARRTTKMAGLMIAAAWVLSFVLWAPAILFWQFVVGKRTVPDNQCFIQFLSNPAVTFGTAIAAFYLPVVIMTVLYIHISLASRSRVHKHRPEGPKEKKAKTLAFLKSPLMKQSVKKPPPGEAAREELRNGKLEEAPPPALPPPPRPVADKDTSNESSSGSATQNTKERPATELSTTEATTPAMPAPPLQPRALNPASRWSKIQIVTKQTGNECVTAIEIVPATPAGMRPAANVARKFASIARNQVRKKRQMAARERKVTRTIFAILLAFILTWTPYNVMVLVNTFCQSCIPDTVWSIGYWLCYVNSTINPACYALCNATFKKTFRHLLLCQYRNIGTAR
M1 PAM parental: nonselective calcium activators in parental CHO-K1 cells, primary screen, counter-screen for M1 PAM project, cell-based, Fluo-8 calcium fluorescence, full deck, 1536-well; ATP EC20; 0% at ATP EC20, 100% at ATP max; activation, % at 3 µM; hit rate 0.02% among 360,000;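 active means activation above the run cutoff, the mean activation of all test compounds plus 3 SD, cut at about 40% in these data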;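 further: peak over basal fluorescence ratio in a 140 s read after ATP addition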
M5 ag: human M5 muscarinic receptor agonists, primary screen, CHO-K1 cells, Fluo-8 calcium fluorescence; hit rate 0.19% among 360,000; AID 624037, 2012; CHO-K1 hM5 cells; 0% DMSO wells, 100% maximal acetylcholine response; activation, % at 3 µM; Muscarinic acetylcholine receptor M5 (Homo sapiens), P08912;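 active means activation above the run's mean over test compounds plus 3 SD, cut at about 23% in these data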;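 further: signal is peak over basal fluorescence ratio across the kinetic read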
CHRM4 antagonist: human M4 muscarinic receptor antagonists, primary screen, CHO cells, Fluo-8 calcium fluorescence; CHO-hM4 cells, ACh EC80; hit rate 0.73% among 360,000; inhibition, % at 3 µM; Muscarinic acetylcholine receptor M4 (Homo sapiens), P08173;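 active means inhibition above its plate's cutoff, the mean inhibition of sample wells plus 3 SD, cut at about 27% in these data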;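 further: 0% = acetylcholine EC80 with DMSO and 100% = DMSO without agonist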
CHO-K1 Ca ag: counter-screen for M1 agonists: effect in parental CHO-K1 cells | Fluo-8 calcium fluorescence; scaled to maximal ATP response, vehicle zero | AID 602248, 2012 | hit rate 0.48% among 360,000 | activation, % at 3 µM; in the data active means activation above about 15%;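 further: untransfected CHO-K1 host cells lacking M1 receptor as counterscreen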
CHO-K1 Ca antag: nonselective inhibitor or artifact in parental CHO-K1 cells; ATP-induced calcium, Fluo-8 fluorescence; inhibition, % at 3 µM; hit rate 0.6% among 360,000; AID 602250;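 active means inhibition above a per-plate cutoff, the plate's mean sample inhibition plus 3 SD, cut at about 24% in these data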;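 further: 0% = DMSO plus EC80 ATP and 100% = DMSO alone without ATP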
CHRM4 PAM: human M4 muscarinic receptor positive allosteric modulators, primary screen, CHO-K1 cells, Fluo-8 calcium fluorescence; CHO-K1 hM4/Gqi5, ACh EC20; 0% = ACh EC20, 100% = maximal ACh; activation, % at 3 µM; hit rate 0.4% among 360,000; AID 624126, 2012;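 active means activation above its plate's cutoff, the mean activation of sample wells plus 3 SD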; further: some results filed as inactive read as strong as hits
* hit, by the source's call.

SMILES	CHRM5 PAM	M5 antag	M4 ag	M1 PAM parental	M5 ag	CHRM4 antagonist	CHO-K1 Ca ag	CHO-K1 Ca antag	CHRM4 PAM
O=c1c(O)c(-c2ccc(O)c(O)c2)oc2cc(O)ccc12	13	-4	1	29	11	-7	0.4	-5	17
CCN(CC)CCN(Cc1cc2ccc(C)cc2[nH]c1=O)C(=O)Nc1ccc(Cl)cc1	-1	-8	2	27	-6	-1	0.0	-9	1
Cc1nnc2c3ccccc3c(Cl)nn12	1	9	1	11	-4	1	-0.1	-11	9
CN(CCCC(=O)NCCc1ccccc1)S(=O)(=O)c1ccc([N+](=O)[O-])cc1	2	14	2	9	-1	-3	2.4	-3	-5
Cn1c(SCC(=O)NC2CCCc3ccccc32)nnc1C1CC1 (configuration not stated)	7	1	1	17	-1	4	1.4	-9	6
NC(=S)NCc1cccnc1	1	-2	1	-12	1	2	0.0	14	-3
CN(c1ccccc1)S(=O)(=O)c1cccc(C(=O)NCC(c2cccs2)N2CCOCC2)c1 (configuration not stated)	-4	2	8	9	0	14	4.2	-4	-1
CCOCCCNC(=O)C(NC(=O)CNC(=O)c1ccccc1)c1ccc(C)cc1 (configuration not stated)	2	2	0	15	0	0	-0.1	0	2
Nc1cccc(/C=C/C(=O)O)c1	-1	11	0	-2	-4	6	0.0	-2	-7
O=C1COc2ccc(S(=O)(=O)Nc3cccc(Cl)c3)cc2N1	0	1	4	9	-1	-9	3.9	-9	2
Cc1oc(-c2cccc(Cl)c2)nc1CN(C)C1CCOC1 (configuration not stated)	-5	-3	1	-5	-1	10	-0.1	6	-12
Oc1ccc(C(c2nnnn2C2CCCC2)N2CCc3ccccc3C2)cc1 (configuration not stated)	-5	-4	1	10	-5	1	0.0	-5	-4
O=C(N/N=C/c1ccc(OCc2ccc(F)cc2)cc1)c1ccccc1	6	-13	2	11	-2	-7	1.7	-24	20*
CNC(=O)/C(=C\c1ccc2c(c1)OCO2)NC(=O)c1ccc(Br)cc1	2	-3	0	8	-1	17	-0.1	-6	-3
O=C(NCCc1ccccc1F)C1CCCN1S(=O)(=O)c1ccc2ccccc2c1 (configuration not stated)	-8	13	7	2	3	14	4.0	-3	-17
OC(COc1cccc2ccccc12)CN1CCCC1 (configuration not stated)	-2	-4	2	17	-4	-13	1.0	-5	0
Cc1cc(N)ncc1[N+](=O)[O-]	0	2	0	7	-1	4	0.0	-4	0
Clc1cccc(-c2nc3c4ccccc4ccn3c2Cc2ccsc2)c1	-3	-5	-1	-6	-4	-13	-0.8	-16	5
CCC(C(=O)NC1CCCC1)N(C(=O)Cn1nnc(-c2ccc(C)o2)n1)c1ccc(F)cc1 (configuration not stated)	-5	12	1	-4	-3	-9	0.6	-9	-2
Cc1csc(NC(=O)CSc2ccc(-c3ccccn3)nn2)n1	0	-5	4	10	2	-5	2.2	-7	-1
CC(=O)c1cnc2ncnn2c1C	-2	-2	1	13	1	-11	0.5	-6	-1
Cc1ccc(NS(=O)(=O)c2ccc3c(c2)c(=O)n(C)c(=O)n3C)cc1F	-1	-2	3	8	-1	15	1.6	2	-4
O=C(NCC(c1ccco1)N1CCN(c2ccccc2)CC1)c1cccs1 (configuration not stated)	6	7	0	-30	-2	1	-0.3	11	5
CC(C)CN(CC(C)C)S(=O)(=O)c1cc([N+](=O)[O-])ccc1N1CCCCCC1	-4	-5	0	-2	-3	0	0.3	4	4
O=C(NC(=O)c1c(F)cccc1F)O/N=C1\CCCc2occc21	-1	7	1	0	-1	-6	0.4	3	6
Cc1nn(CC(=O)Nc2ccc(Cl)cc2Cl)c(=O)c2ccccc12	0	-9	1	11	3	3	-0.7	6	-1
Cc1ccc(C(O)c2ncc(-c3ccccc3F)[nH]2)cc1F (configuration not stated)	-3	2	3	21	1	-10	1.3	-8	9
CCN1CCN(c2ncnc3c2sc2nc(N4CCOCC4)c4c(c23)CCC4)CC1	1	-1	0	13	0	3	0.1	-5	-2
O=C(O)/C(=C/c1ccco1)NC(=O)c1ccccc1	0	3	1	11	0	1	-0.1	-6	-1
Cc1cc(C)cc(N)c1	-2	1	2	-11	2	5	0.5	18	-2

Twelve neighbouring compounds already listed:
SMILES	CHRM5 PAM	M5 antag	M4 ag	M1 PAM parental	M5 ag	CHRM4 antagonist	CHO-K1 Ca ag	CHO-K1 Ca antag	CHRM4 PAM
OC(COc1cccc2ccccc12)CN1CCCC1 (configuration not stated)	-2	-4	2	17	-4	-13	1.0	-5	0
Cc1cc(N)ncc1[N+](=O)[O-]	0	2	0	7	-1	4	0.0	-4	0
Clc1cccc(-c2nc3c4ccccc4ccn3c2Cc2ccsc2)c1	-3	-5	-1	-6	-4	-13	-0.8	-16	5
CCC(C(=O)NC1CCCC1)N(C(=O)Cn1nnc(-c2ccc(C)o2)n1)c1ccc(F)cc1 (configuration not stated)	-5	12	1	-4	-3	-9	0.6	-9	-2
Cc1csc(NC(=O)CSc2ccc(-c3ccccn3)nn2)n1	0	-5	4	10	2	-5	2.2	-7	-1
CC(=O)c1cnc2ncnn2c1C	-2	-2	1	13	1	-11	0.5	-6	-1
Cc1ccc(NS(=O)(=O)c2ccc3c(c2)c(=O)n(C)c(=O)n3C)cc1F	-1	-2	3	8	-1	15	1.6	2	-4
O=C(NCC(c1ccco1)N1CCN(c2ccccc2)CC1)c1cccs1 (configuration not stated)	6	7	0	-30	-2	1	-0.3	11	5
CC(C)CN(CC(C)C)S(=O)(=O)c1cc([N+](=O)[O-])ccc1N1CCCCCC1	-4	-5	0	-2	-3	0	0.3	4	4
O=C(NC(=O)c1c(F)cccc1F)O/N=C1\CCCc2occc21	-1	7	1	0	-1	-6	0.4	3	6
Cc1nn(CC(=O)Nc2ccc(Cl)cc2Cl)c(=O)c2ccccc12	0	-9	1	11	3	3	-0.7	6	-1
Cc1ccc(C(O)c2ncc(-c3ccccc3F)[nH]2)cc1F (configuration not stated)	-3	2	3	21	1	-10	1.3	-8	9

Other results follow.
SMILES	CHRM5 PAM	M5 antag	M4 ag	M1 PAM parental	M5 ag	CHRM4 antagonist	CHO-K1 Ca ag	CHO-K1 Ca antag	CHRM4 PAM
COc1cc(C=Nc2cccc(C)c2)c(O)c([N+](=O)[O-])c1	-5	14	1	16	2	-1	1.0	-11	4
OC(COc1ccccc1)CN1CCOCC1 (configuration not stated)	-1	-6	1	14	0	-1	0.5	-17	1
CC(=O)Nc1ccc(S(=O)(=O)NCCc2ccc(S(N)(=O)=O)cc2)cc1	-2	-2	1	13	1	-5	0.1	-4	0
CCOC(=O)c1c(-c2ccc(C)o2)csc1NC(=S)NC(=O)c1ccccc1Br	-8	10	2	2	1	10	0.5	1	-8
N#Cc1c2ncn(CC(=O)c3ccc(Br)cc3)c(=O)c2c2n1CCC2	-9	4	1	-2	0	7	-0.1	7	13
CCn1c(SCC(=O)Nc2nnc(C)s2)nnc1C(C)NC(=O)c1ccccc1 (configuration not stated)	7	-7	0	7	1	2	2.5	-10	2
Cc1cccc(-n2c(SCC(N)=O)nnc2-c2ccco2)c1	-3	0	1	-21	1	-13	0.3	13	-2
CC(NC(=O)Cn1cnc([N+](=O)[O-])n1)c1ccccc1 (configuration not stated)	0	12	1	9	-5	-2	0.1	-7	-2
O=C(c1ccncc1)N1CCN(S(=O)(=O)c2cccc(F)c2)CC1	-2	11	1	-4	-3	2	0.0	-1	-1
Cc1ccc(F)cc1NC(=O)CCOc1ccccc1	-5	-3	1	13	-1	-4	0.2	-3	-3
OC1(c2cccc(C(F)(F)F)c2)CCN(c2ncnc3c2[nH]c2ccc(F)cc23)CC1	-22	31*	15	-2	1	20	5.3	22	-19
Cc1cc(Cl)ccc1C(=O)C1CCCN(C(=O)c2snnc2C)C1 (configuration not stated)	2	5	3	15	-2	-10	2.0	-11	12
CC1SC(C)C(=O)N(CC(=O)NCc2ccc(F)cc2)C1=O (configuration not stated)	11	-18	1	4	2	-2	0.1	1	-1
Cc1cc(C)n(-c2nc3ccccc3c(=O)n2OCc2ccc(Cl)cc2)n1	0	-3	-3	6	-5	-16	0.0	5	-2
Cc1cccc(NC(NC(=O)c2ccccn2)C(Cl)(Cl)Cl)c1 (configuration not stated)	-5	-12	1	7	-2	-18	0.9	-14	2

In another format: 2 of the compounds above
Second line of a record: CHRM5 PAM | M5 antag | M4 ag | M1 PAM parental | M5 ag | CHRM4 antagonist | CHO-K1 Ca ag | CHO-K1 Ca antag | CHRM4 PAM
- Cc1cccc(NC(NC(=O)c2ccccn2)C(Cl)(Cl)Cl)c1 (configuration not stated)
→ -5 | -12 | 1 | 7 | -2 | -18 | 0.9 | -14 | 2
- COc1cc(C=Nc2cccc(C)c2)c(O)c([N+](=O)[O-])c1
→ -5 | 14 | 1 | 16 | 2 | -1 | 1.0 | -11 | 4

M5 antag: what is marked active above.
Compound	CHRM5 PAM	M5 antag	M4 ag	M5 ag	CHRM4 antagonist	CHRM4 PAM
OC1(c2cccc(C(F)(F)F)c2)CCN(c2ncnc3c2[nH]c2ccc(F)cc23)CC1	-22	31*	15	1	20	-19

Going on with the list.
SMILES	CHRM5 PAM	M5 antag	M4 ag	M1 PAM parental	M5 ag	CHRM4 antagonist	CHO-K1 Ca ag	CHO-K1 Ca antag	CHRM4 PAM
Cc1ccc(C(=O)O/N=C(\N)Cc2cccs2)c(Cl)c1	-3	3	1	8	-3	-20	1.3	-8	0
Cc1sc2nc(-c3ccco3)oc(=O)c2c1C	2	-2	8	9	-1	-7	0.5	-6	14
O=C(COC(=O)c1c2c(nc3ccccc13)CCCCC2)NCc1ccc2c(c1)OCO2	-15	16	9	17	-1	3	4.1	3	-7
C[C@H](CO)N1C[C@H](C)[C@@H](CN(C)C(=O)Nc2cc(F)ccc2F)Oc2ncc(-c3cccc(F)c3)cc2C1=O	3	-4	1	-8	0	-7	-0.3	10	2
Cc1ccc(NC(=O)N2CCC(C(=O)Nc3ccc(C)cc3C)CC2)cc1	0	2	1	11	-1	-6	0.1	-2	4
Cc1cc(NC(=O)C2CCN(C(=O)c3ccco3)CC2)ccc1Br	0	2	10	-4	6	-11	4.6	2	-1
COc1ccc(/C=N/OCC(=O)Nn2c(C)nc3ccccc3c2=O)cc1	-6	-3	2	23	1	4	3.4	-8	-1
CCC1CCCCN1Cc1nc2c(c(=O)n(C)c(=O)n2C)n1Cc1ccccc1 (configuration not stated)	0	2	0	14	-2	-4	-0.4	-2	-1
O=C(Oc1nsnc1N1CCCCC1)N1CCOCC1	0	0	0	5	-6	-4	0.4	-1	8
CC(C)Cc1cc(C(=O)Nc2ccccc2)c2ccccc2n1	-10	10	8	2	-6	-12	2.0	2	-3
c1ccc(Sc2ncnc3ccccc23)cc1	8	-6	0	-21	2	-9	0.0	10	1
Cc1ccc(/C=C2/SC(=S)N(c3ccc(S(=O)(=O)Nc4nccs4)cc3)C2=O)cc1	-1	6	0	9	2	-2	0.0	-6	-9
CCC(C)(C)NC(=O)C(c1cccc(OC)c1OC)N(C(=O)CCC(=O)Nc1cc(C)on1)c1ccc2c(c1)OCCO2 (configuration not stated)	-2	6	2	7	0	0	0.3	-3	-1
COCC(=O)Nc1nc2ccc(C)cc2s1	-8	4	1	-3	2	2	0.1	-8	-4
